High-throughput results (PubChem BioAssay)
M4 ag = agonists of human muscarinic M4 receptor (CHRM4) | CHO-K1 hM4/Gqi5, Fluo-8 calcium fluorescence; vehicle 0%, full acetylcholine response 100% | activation, % at 3 µM | 360,000 tested, 0.14% active | P08173;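 active = activation above the run mean over all test wells plus 3 SD, cut at about 32% in these data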;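 note: peak over basal fluorescence ratio per well then scaled between controls; 0% = DMSO wells and 100% = acetylcholine at EC100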
CHRM4 PAM = positive allosteric modulators of human muscarinic M4 receptor; P08173; CHO-K1 hM4/Gqi5, Fluo-8 calcium fluorescence, ACh EC20; 0% = ACh EC20, 100% = maximal ACh; activation, % at 3 µM; 360,000 tested, 0.4% active; AID 624126;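 active = activation above its plate's cutoff, the mean activation of sample wells plus 3 SD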; note: some results filed as inactive read as strong as hits
M4 antag = blocks acetylcholine activation of human M4 receptor; P08173; CHO-hM4 cells, ACh EC80, Fluo-8 calcium fluorescence; inhibition, % at 3 µM; 360,000 tested, 0.73% active;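 active = inhibition above its plate's cutoff, the mean inhibition of sample wells plus 3 SD, cut at about 27% in these data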;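 note: 0% = acetylcholine EC80 with DMSO and 100% = DMSO without agonist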
M1 PAM parental = counter-screen for M1 PAMs: effect in parental CHO-K1 cells; activation, % at 3 µM; AID 602247; ATP EC20, Fluo-8 calcium fluorescence; 0% at ATP EC20, 100% at ATP max; 360,000 tested, 0.02% active;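 active = activation above the run cutoff, the mean activation of all test compounds plus 3 SD, cut at about 40% in these data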;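 note: peak over basal fluorescence ratio in a 140 s read after ATP addition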
CHO-K1 Ca antag = M1 antagonist counterscreen hit in parental CHO-K1 cells; ATP-induced calcium, Fluo-8 fluorescence; inhibition, % at 3 µM; 360,000 tested, 0.6% active; AID 602250;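 active = inhibition above a per-plate cutoff, the plate's mean sample inhibition plus 3 SD, cut at about 24% in these data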;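 note: 0% = DMSO plus EC80 ATP and 100% = DMSO alone without ATP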
CHRM5 PAM = potentiates acetylcholine response at human M5 receptor | CHO-K1 hM5, Fluo-8 calcium, ACh EC20 PAM; 0% = ACh EC20, 100% = ACh EC100 | P08912 | 360,000 tested, 0.3% active | AID 624038 | activation, % at 3 µM;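 active = activation above the run cutoff, the mean activation of all test compounds plus 3 SD, cut at about 18% in these data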
Target sequence (P08912 whole entry, looked up): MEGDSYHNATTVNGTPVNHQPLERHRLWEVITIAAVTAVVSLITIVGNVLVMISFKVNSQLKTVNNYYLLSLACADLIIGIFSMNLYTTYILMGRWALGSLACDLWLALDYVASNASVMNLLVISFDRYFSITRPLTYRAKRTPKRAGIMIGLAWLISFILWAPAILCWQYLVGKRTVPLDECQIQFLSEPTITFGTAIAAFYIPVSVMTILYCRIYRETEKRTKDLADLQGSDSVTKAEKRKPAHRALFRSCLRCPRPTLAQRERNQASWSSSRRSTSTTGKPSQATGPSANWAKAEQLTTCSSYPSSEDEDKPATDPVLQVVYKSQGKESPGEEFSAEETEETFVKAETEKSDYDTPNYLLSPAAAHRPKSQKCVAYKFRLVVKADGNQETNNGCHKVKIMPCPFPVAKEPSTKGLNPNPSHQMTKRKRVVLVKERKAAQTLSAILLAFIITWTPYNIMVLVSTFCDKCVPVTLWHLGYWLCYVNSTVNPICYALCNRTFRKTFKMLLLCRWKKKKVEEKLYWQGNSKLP
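system = human M5 receptor in CHO-K1 cells | reagent = EC20 acetylcholine as agonist stimulus | compound dosing = single-point, 3 µM nominal | incubation = Fluo-8 loading 80 min at 37 °C plus 30 min room temperature | detection = Fluo-8 calcium dye fluorescence, kinetic read | benchmarks = low control EC20 acetylcholine (0%), high control EC100 acetylcholine (100%)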
M5 ag = agonists of human muscarinic M5 receptor (CHRM5); CHO-K1 hM5 cells, Fluo-8 calcium fluorescence; 0% DMSO wells, 100% maximal acetylcholine response; activation, % at 3 µM; 360,000 tested, 0.19% active;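 active = activation above the run's mean over test compounds plus 3 SD, cut at about 23% in these data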;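 note: signal is peak over basal fluorescence ratio across the kinetic read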
M5 antag = CHRM5 antagonism in calcium assay; CHO-hM5 cells, Fluo-8 calcium fluorescence, ACh EC80; 360,000 tested, 0.59% active; inhibition, % at 3 µM; AID 624040;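 active = inhibition above a per-plate cutoff, the mean of that plate's test compounds plus 3 SD, cut at about 27% in these data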;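 note: 0% = acetylcholine EC80 with DMSO and 100% = DMSO without agonist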
M1 ag parental = nonselective activator or artifact in parental CHO-K1 cells; activation, % at 3 µM; Fluo-8 calcium fluorescence; scaled to maximal ATP response, vehicle zero; 360,000 tested, 0.48% active; in the data active = activation above about 15%;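 note: untransfected CHO-K1 host cells lacking M1 receptor as counterscreen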
The depositor's hits bear a star. Compounds as they come. About 2.7% of those tested had a hit in this group.

Codes: A = M4 ag; B = CHRM4 PAM; C = M4 antag; D = M1 PAM parental; E = CHO-K1 Ca antag; F = CHRM5 PAM; G = M5 ag; H = M5 antag; I = M1 ag parental
[1] CCOc1ccc(C(OC(=O)c2ccco2)C(=O)NCc2ccc(C)cc2)cc1 (centres undefined)
  A: 3; B: -1; C: -5; D: -15; E: 16; F: -3; G: -8; H: 11; I: 0.3
[2] CC(=O)Nc1cc2c(cc1C(=O)c1ccccc1)OCCO2
  A: 1; B: 13; C: -14; D: 6; E: 0; F: -1; G: -3; H: -8; I: 0.3
[3] COc1ccc(S(=O)(=O)N(CC(=O)NCC2CCCO2)C2CCCCC2)cc1OC (centres undefined)
  A: 3; B: 15; C: -35; D: 3; E: -10; F: -4; G: -3; H: 3; I: 0.7
[4] OC(COc1ccc(CN2CCSCC2)cc1)CN1CCCCC1 (centres undefined)
  A: 1; B: 9; C: -3; D: 28; E: -10; F: -2; G: -9; H: 6; I: 3.4
[5] CN(c1ccc(C(=O)NC2CCCC2)cc1)S(=O)(=O)c1ccccc1
  A: 4; B: -7; C: 0; D: -12; E: 18; F: 1; G: 1; H: 4; I: 1.4
[6] Cc1ccnc2nc(C(=O)N3CCN(S(=O)(=O)c4ccccc4)CC3)nn12
  A: 1; B: 4; C: 0; D: 12; E: 1; F: -3; G: -8; H: -1; I: 0.9
[7] O=C(CCCOc1cccc(Br)c1)NC1CCC(O)CC1 (centres undefined)
  A: 2; B: 13; C: -8; D: 19; E: -9; F: 4; G: -2; H: -13; I: 2.0
[8] Nn1c(-c2cccc(Br)c2)n[nH]c1=S
  A: 0; B: 2; C: 8; D: 12; E: -8; F: 1; G: 2; H: 5; I: 0.2
[9] COC(=O)[C@]12CCCCC=C1N(Cc1cccc3ccccc13)C(=O)[C@H](CC(=O)N1CCCCC1)C2
  A: 19; B: -11; C: 10; D: 1; E: 0; F: -9; G: 4; H: 6; I: 5.3
[10] CCCc1cc(=O)[nH]c(Nc2cc(OC)ccc2OC)n1
  A: 0; B: 4; C: 2; D: 16; E: -8; F: 1; G: -4; H: -3; I: 0.6
[11] O=C(Cc1nc2ccccc2[nH]1)c1ccc(Br)cc1
  A: 1; B: -5; C: -14; D: 11; E: -6; F: -15; G: -10; H: 10; I: 0.4
[12] CCOC(=O)N1CCC(NC(=O)C2CCN(S(=O)(=O)c3c(C)noc3C)CC2)CC1
  A: 0; B: 6; C: 3; D: 8; E: -8; F: -2; G: -1; H: 0; I: 0.2
[13] O=C(COC(=O)c1cccc(S(=O)(=O)N2CCN(c3ccccc3)CC2)c1)NCc1ccco1
  A: 4; B: 1; C: 2; D: 14; E: -5; F: 3; G: -1; H: 2; I: 1.2
[14] O=C1C=C(NCc2ccc(Cl)c(Cl)c2)CC1
  A: 1; B: 11; C: -11; D: 10; E: 14; F: 1; G: -3; H: 1; I: -0.1
[15] COCCCn1c(C(=O)NCCN2CCOCC2)cc2c(=O)n3cccc(C)c3nc21
  A: 7; B: -3; C: 5; D: -7; E: 4; F: -4; G: -2; H: 13; I: 1.5

Sorted by formula weight (ascending): part of the list above.
Codes: A = M4 ag; B = CHRM4 PAM; C = M4 antag; D = M1 PAM parental; E = CHO-K1 Ca antag; F = CHRM5 PAM; G = M5 ag; H = M5 antag; I = M1 ag parental
[8] Nn1c(-c2cccc(Br)c2)n[nH]c1=S
  A: 0; B: 2; C: 8; D: 12; E: -8; F: 1; G: 2; H: 5; I: 0.2
[10] CCCc1cc(=O)[nH]c(Nc2cc(OC)ccc2OC)n1
  A: 0; B: 4; C: 2; D: 16; E: -8; F: 1; G: -4; H: -3; I: 0.6
[11] O=C(Cc1nc2ccccc2[nH]1)c1ccc(Br)cc1
  A: 1; B: -5; C: -14; D: 11; E: -6; F: -15; G: -10; H: 10; I: 0.4
[4] OC(COc1ccc(CN2CCSCC2)cc1)CN1CCCCC1 (centres undefined)
  A: 1; B: 9; C: -3; D: 28; E: -10; F: -2; G: -9; H: 6; I: 3.4
[7] O=C(CCCOc1cccc(Br)c1)NC1CCC(O)CC1 (centres undefined)
  A: 2; B: 13; C: -8; D: 19; E: -9; F: 4; G: -2; H: -13; I: 2.0
[5] CN(c1ccc(C(=O)NC2CCCC2)cc1)S(=O)(=O)c1ccccc1
  A: 4; B: -7; C: 0; D: -12; E: 18; F: 1; G: 1; H: 4; I: 1.4
[6] Cc1ccnc2nc(C(=O)N3CCN(S(=O)(=O)c4ccccc4)CC3)nn12
  A: 1; B: 4; C: 0; D: 12; E: 1; F: -3; G: -8; H: -1; I: 0.9
[1] CCOc1ccc(C(OC(=O)c2ccco2)C(=O)NCc2ccc(C)cc2)cc1 (centres undefined)
  A: 3; B: -1; C: -5; D: -15; E: 16; F: -3; G: -8; H: 11; I: 0.3
[3] COc1ccc(S(=O)(=O)N(CC(=O)NCC2CCCO2)C2CCCCC2)cc1OC (centres undefined)
  A: 3; B: 15; C: -35; D: 3; E: -10; F: -4; G: -3; H: 3; I: 0.7
[12] CCOC(=O)N1CCC(NC(=O)C2CCN(S(=O)(=O)c3c(C)noc3C)CC2)CC1
  A: 0; B: 6; C: 3; D: 8; E: -8; F: -2; G: -1; H: 0; I: 0.2

Next entries follow:
Codes: A = M4 ag; B = CHRM4 PAM; C = M4 antag; D = M1 PAM parental; E = CHO-K1 Ca antag; F = CHRM5 PAM; G = M5 ag; H = M5 antag; I = M1 ag parental
[16] Cc1ccc(F)cc1NC(=O)c1ccc(OCC2CCCO2)cc1 (centres undefined)
  A: 1; B: -1; C: -3; D: -21; E: 5; F: -9; G: 2; H: 13; I: 0.8
[17] OC[C@@H]1CN(Cc2ccncc2)C[C@H](n2cnc3c(N4CCCC4)ncnc32)O1
  A: 0; B: 10; C: -14; D: 10; E: -13; F: -4; G: 0; H: 0; I: 0.7
[18] COc1ccc(N(CC(=O)Nc2cccnc2)S(C)(=O)=O)cc1
  A: 1; B: 1; C: -11; D: -8; E: -8; F: 0; G: 0; H: 1; I: 0.1
[19] COC(=O)c1ccccc1C(=O)c1cccc2ccccc12
  A: -2; B: -4; C: 0; D: -11; E: -2; F: -3; G: -6; H: 7; I: -0.1
[20] CN1OC[C@@H]2CN[C@H](c3ccc(-c4cc5ccccc5o4)cc3)C[C@@H]21
  A: 3; B: -1; C: 6; D: -5; E: 21; F: 4; G: -1; H: -1; I: -0.1
[21] Nc1c(N2CCN(c3ccccc3)CC2)c2ccccc2oc1=O
  A: 5; B: -3; C: 4; D: -3; E: 7; F: -9; G: -2; H: 12; I: 0.9
[22] Cc1ccc(NC(=O)c2sc3nc(C)cc(C)c3c2N)cc1
  A: 4; B: 16*; C: -21; D: 3; E: -13; F: -2; G: -9; H: 4; I: 0.8
[23] O=C(NCCc1ccccc1)c1ccccc1F
  A: 2; B: 6; C: -11; D: 8; E: -3; F: -6; G: -1; H: 1; I: 0.1
[24] Cc1ccc(SC/C(O)=C(\C#N)c2nc3ccccc3n2C)cc1
  A: 1; B: 7; C: -1; D: -5; E: 10; F: -3; G: -1; H: 6; I: 0.0
[25] COC(CNC(=O)CN1CCN(Cc2ccccc2F)C1=O)OC
  A: 1; B: -7; C: 0; D: 1; E: 5; F: -9; G: -4; H: 19; I: 0.1
[26] CCCn1c(SCC(=O)c2cc(C)n(C3CC3)c2C)n[nH]c1=O
  A: 1; B: 3; C: -6; D: 8; E: -21; F: 0; G: 1; H: 4; I: 1.2
[27] CON(c1nc(Cl)nc(N(C)C)n1)S(=O)(=O)c1ccccc1Cl
  A: -1; B: 6; C: -2; D: 11; E: -6; F: 4; G: -2; H: -7; I: 0.6
[28] O=C(CCCC1=NS(=O)(=O)c2ccccc2N1)N1CCN(c2ccccc2)CC1
  A: 5; B: 3; C: -15; D: 4; E: -9; F: -7; G: -4; H: 0; I: 2.0
[29] COCCSc1ccccc1C(=O)Nc1ccc(Br)cc1
  A: 1; B: 1; C: -2; D: 27; E: -20; F: -1; G: -5; H: 7; I: 2.2
[30] O=C(Nc1ccccc1C(F)(F)F)N1CCN(c2ccccn2)CC1
  A: 0; B: -6; C: 1; D: 2; E: -6; F: -4; G: -6; H: -6; I: 0.3
